p97 ATPase inh – blocks human p97 ATPase activity. recombinant p97 ATPase, Kinase-Glo ATP luminescence, 3 h. 220,000 tested, 0.42% active. AID 1481. inhibition, % at 8 µM. P55072; in the data active = inhibition above about 15%;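 note: 0% = DMSO vehicle and 100% = wells lacking enzyme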
S1P4 antag – antagonists of human S1P4 receptor; O95977; 220,000 tested, 0.26% active; inhibition, % at 4.98 µM; S1P4-expressing cells, antagonist mode, reporter read-out; AID 1510; in the data active = inhibition above about 29%;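 note: 0% = wells stimulated with agonist and 100% = vehicle wells without agonist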
NPY-Y1 antag – NPY-Y1 (human) receptor antagonism; P25929; HEK293-CNG Y1 cells, membrane potential fluorescence; NPY at EC95, then isoproterenol; inhibition, % at 3.6 µM; 200,000 tested, 1% active; AID 1040;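 active = inhibition above the campaign mean inhibition of all tested compounds plus 3 SD, cut at about 20% in these data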;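 note: 0% = DMSO wells given NPY plus isoproterenol and 100% = isoproterenol alone without NPY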
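Material: HEK293 cells co-expressing NPY Y1 receptor and cyclic-nucleotide gated channel. Timing: compound incubation 1 h at room temperature, readout 45 min post-stimulation. Signal: fluorescence, membrane potential probe.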
NPY1 pot ag – potentiates or activates human NPY-Y1 receptor | AID 1304 | activation, % at 3.6 µM | NPY-Y1 expressing cells, potentiator/agonist activation | P25929 | 220,000 tested, 0.37% active; in the data active = activation above about 33%, passing the limit was not always enough;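 note: cells stimulated with NPY at EC10 then isoproterenol at EC100; 0% = low agonist plus stimulus and 100% = saturating agonist plus stimulus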
S1P4 agonist – human S1P4 receptor agonism; O95977; S1P4-expressing cell line, agonist reporter assay; activation, % at 4.98 µM; 220,000 tested, 0.35% active; AID 1509; in the data active = activation above about 11%;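 note: 0% = DMSO vehicle and 100% = reference agonist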
EP2 mod – EP2 receptor (human) modulation. P43116. EP2-expressing cells, cAMP HTRF FRET, PGE2 co-stimulation. induction, % at 25 µM. 260,000 tested, 0.83% active;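 active = compounds whose cAMP rise, as percent of the full-agonist control response, exceeds 60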;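 note: rat C6 glioma line stably carrying human EP2 under a CMV promoter; the protocol text gives 20 µM as final concentration; 100% = response of wells given 1 µM PGE2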
eIF4E 4G PPI – blocks eIF4E binding to eIF4G; inhibition, % at 21.7 µM; TR-FRET eIF4E-eIF4GI(517-606) binding, 2 h; P63073+Q04637; 220,000 tested, 0.37% active;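 active = inhibition above about 30%, limit read from the data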;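 note: 0% = full FRET control wells and 100% = background wells lacking eIF4GI fragment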
Target sequence (P63073 whole entry, looked up, the tested form may be a part): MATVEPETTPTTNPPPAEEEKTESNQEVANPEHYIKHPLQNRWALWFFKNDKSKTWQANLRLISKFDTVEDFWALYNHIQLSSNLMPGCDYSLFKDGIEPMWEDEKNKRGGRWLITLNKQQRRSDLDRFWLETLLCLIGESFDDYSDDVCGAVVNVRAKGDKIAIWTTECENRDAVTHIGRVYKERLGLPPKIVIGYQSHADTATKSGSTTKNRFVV
Target sequence (Q04637 whole entry, looked up, the tested form may be a part): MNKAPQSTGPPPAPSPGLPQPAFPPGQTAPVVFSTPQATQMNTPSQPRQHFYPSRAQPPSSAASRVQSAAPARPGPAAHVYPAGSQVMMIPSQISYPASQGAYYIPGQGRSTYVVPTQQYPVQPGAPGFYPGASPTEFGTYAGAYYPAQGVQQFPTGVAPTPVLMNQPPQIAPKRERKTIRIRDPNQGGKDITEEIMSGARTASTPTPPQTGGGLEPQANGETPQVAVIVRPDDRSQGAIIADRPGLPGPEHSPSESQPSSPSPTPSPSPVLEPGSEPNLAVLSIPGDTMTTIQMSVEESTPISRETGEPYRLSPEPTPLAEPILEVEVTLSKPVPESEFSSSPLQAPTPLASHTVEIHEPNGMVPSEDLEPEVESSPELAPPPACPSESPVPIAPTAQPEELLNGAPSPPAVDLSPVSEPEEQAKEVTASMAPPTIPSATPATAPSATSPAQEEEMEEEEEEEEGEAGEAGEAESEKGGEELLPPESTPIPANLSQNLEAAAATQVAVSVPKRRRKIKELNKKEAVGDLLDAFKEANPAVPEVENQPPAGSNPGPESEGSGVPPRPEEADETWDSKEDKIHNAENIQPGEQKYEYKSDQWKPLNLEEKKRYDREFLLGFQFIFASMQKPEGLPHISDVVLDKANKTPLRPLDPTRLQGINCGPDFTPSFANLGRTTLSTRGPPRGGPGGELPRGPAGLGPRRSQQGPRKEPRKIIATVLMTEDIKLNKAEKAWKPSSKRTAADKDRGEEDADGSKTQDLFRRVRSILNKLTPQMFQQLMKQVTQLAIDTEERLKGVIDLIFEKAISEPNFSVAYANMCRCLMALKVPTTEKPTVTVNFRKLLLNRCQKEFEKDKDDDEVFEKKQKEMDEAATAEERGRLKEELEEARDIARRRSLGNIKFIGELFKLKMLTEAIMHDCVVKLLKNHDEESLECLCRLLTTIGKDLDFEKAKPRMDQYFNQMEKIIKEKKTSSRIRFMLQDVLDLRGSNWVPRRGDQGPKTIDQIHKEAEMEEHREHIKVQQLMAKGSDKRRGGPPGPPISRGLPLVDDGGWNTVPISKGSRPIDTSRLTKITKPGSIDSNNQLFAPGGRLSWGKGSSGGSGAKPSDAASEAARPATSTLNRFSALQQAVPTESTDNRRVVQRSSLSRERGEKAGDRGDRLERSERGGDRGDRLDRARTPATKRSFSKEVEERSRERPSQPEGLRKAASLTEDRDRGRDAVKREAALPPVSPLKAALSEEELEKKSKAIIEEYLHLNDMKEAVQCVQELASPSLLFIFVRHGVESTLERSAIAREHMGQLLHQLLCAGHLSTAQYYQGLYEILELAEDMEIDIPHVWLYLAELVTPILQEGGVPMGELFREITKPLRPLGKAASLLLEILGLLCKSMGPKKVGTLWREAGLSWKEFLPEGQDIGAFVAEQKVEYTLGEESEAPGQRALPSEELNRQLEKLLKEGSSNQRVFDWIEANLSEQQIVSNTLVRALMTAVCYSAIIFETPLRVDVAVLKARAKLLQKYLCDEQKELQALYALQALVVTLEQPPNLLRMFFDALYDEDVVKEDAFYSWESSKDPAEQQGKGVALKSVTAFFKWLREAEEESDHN
NPY2 pot ag – potentiators or agonists of human neuropeptide Y receptor Y2; AID 1359; cells expressing NPY-Y2, potentiator/agonist read-out; 220,000 tested, 0.45% active; P49146; activation, % at 3.6 µM; in the data active = activation above about 27%;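 note: cells stimulated with NPY near EC25 plus isoproterenol at EC100; 0% = vehicle plus submaximal agonist and 100% = vehicle plus saturating agonist; some results beyond the cut were filed as inactive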
EP2 antag – EP2 receptor (human) inhibition; P43116; C6 glioma cells expressing human EP2, cAMP TR-FRET; cells stimulated with saturating PGE2; inhibition, % at 25 µM; 260,000 tested, 0.52% active; AID 1422;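 active = percent inhibition above 40 after rounding to a whole number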;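 note: rat C6 glioma host cells with rolipram phosphodiesterase inhibitor present; the protocol text gives 20 µM as final concentration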
Active calls of the source: *; / = not tested or not shown; & = joins results of further samples; [ ] = dose if it differs, or a comment. These rows are one share of the data; count on the stated rates, not on these rows.

No.	Compound	p97 ATPase inh	S1P4 antag	NPY-Y1 antag	NPY1 pot ag	S1P4 agonist	EP2 mod	eIF4E 4G PPI	NPY2 pot ag	EP2 antag
1	CCSc1nnc(N)s1	-2	-12	-3	-12	-2.7	41	2	2	7
2	O=C(N/N=C1\CCCc2ccccc21)c1ccc([N+](=O)[O-])cc1	4	-13	0	-16	12*	-30	-2	-10	4
3	CN(C)CCOC(=O)NCC12CC3CC(CC(C3)C1)C2	6	13	/	1	0.1	-12	1	9	13
4	Cc1oc(-c2ccccc2F)nc1CS(=O)(=O)CC(=O)NCCCN(C)C1CCCCC1	7	-8	4	0	2.6	-11	-2	10	5
5	COc1ccc(C(C)=O)cc1CSc1nc2ccccc2o1	-2	-8	12	-15	-1.8	46	4	-10	17
6	Cc1ccc(Oc2ncc(-c3ccc(Cl)cc3)cn2)cc1	5	-18	4	-3	0.8	11	-5[fluorescence artefact?]	-1	5
7	O=C(O)CC1(CC(=O)NCc2ccc(C(F)(F)F)cc2)CCCCC1	1	-1	/	-1	1.3	4	-2	-1	9
8	CC(C)n1c(NCc2ccc(Cl)cc2)nc2ccccc21	0	-9	/	-21	0.5	7	-3	-10	2
9	Cc1ccc(-c2ccc(CCC(=O)O)o2)cc1	2	-21	13	-23	-1.6	1	0	-28	7
10	COC(=O)CN(C(=O)CSc1nnc(-c2cccc(OC)c2)o1)c1ccc(OC)cc1	5	13	4	-35	0.8	-6	-3	13	14

Down the list, quoted from above:
Nos. 1–8 in EP2 antag: 7, 4, 13, 5, 17, 5, 9, 2

(continued)
No.	Compound	p97 ATPase inh	S1P4 antag	NPY-Y1 antag	NPY1 pot ag	S1P4 agonist	EP2 mod	eIF4E 4G PPI	NPY2 pot ag	EP2 antag
11	COc1cc(C(F)(F)F)c(C(=O)N(C)c2ccc(Cl)cc2)cn1	-2	-7	/	-10	0.5	-6	0	-6	11
12	Clc1ccc(Oc2nnnn2-c2ccccc2)cc1	-4	-19	0	-17	0.9	18	-1	3	12
13	CCn1c(NCc2ccc3c(c2)OCO3)nc2ccccc21	6	-2	5	-27	-1.1	3	-20	3	4
14	CCOC(=O)c1cc(-c2ccc(OC)cc2)nn1-c1ccccc1C(=O)O	9	1	/	-9	2.0	18	34*	-4	8
15	Cc1nc2ccccc2c(=O)n1NC(=O)COc1ccccc1	2	-1	1	-23	-1.1	0	2[fluorescence artefact?]	-8	16
16	Cc1nn(CC(O)Cn2cnc3c2c(=O)n(C)c(=O)n3C)c(C)c1Br (configuration not stated)	3	8	-7	-2	0.0	7	4	7	6
17	O=C(CSc1nnc(-c2ccc(O)cc2)o1)Nc1ccc2c(c1)OCCO2	5	-12	5	-25	0.2	-6	4	-4	11
18	O=C(Oc1cc(=O)oc2ccccc12)c1ccco1	5	-9	6	-16	2.9	16	-10	7	11
19	N#Cc1nc(Cc2cccc3ccccc23)oc1NCc1ccc(F)cc1	-8	10	-1	-12	1.9	21	0	-8	6
20	Nc1ccc2nc3c(=O)n(CCc4ccccc4)c(=O)[nH]c3nc2c1	7	16	/	-1	0.1	-48	-2	-2	8
21	O=[N+]([O-])c1cccc(/C=N/n2cnnc2)c1O	5	-6	-3	0	-1.0	3	3[fluorescence artefact?]	5	4
22	S=C(Nc1ccc(Cl)cc1Cl)Nc1ccccc1Oc1ccccc1	2	1	3	4	3.5	24	7	0	19
23	CC(=O)NC1CC2CCCC(C1)N2C(=O)Nc1ccccc1 (configuration not stated)	-1	-9	1	-1	1.9	-28&8	-1	-3	10&3
24	NC(=O)CC[C@@H]1NC(=O)[C@H](CO)NC(=O)c2cc([N+](=O)[O-])cc(I)c2NCCCC[C@@H](C(N)=O)NC(=O)[C@H](Cc2ccc(O)cc2)NC1=O	2	4	-1	-9	0.4	4	3	5	11
25	CCOc1ccc(/C(O)=C2/C(=O)C(=O)N(CC3CCCO3)C2c2ccc(C)o2)cc1 (configuration not stated)	-4	-4	-3	8	0.6	35	6	3	13
26	O=S(=O)(Nc1ccc(C(F)(F)F)cc1)c1cnc[nH]1	4	-11	2	12	-0.2	4	4	10	11
27	Cc1cccc(-n2c(O)c(C=Nc3ccccc3)c3ccccc3c2=O)n1	-2	-5	-3	-6	1.0	4	0	-6	7
28	Cc1ccc(C(=O)N2CCN3C(=O)c4ccccc4C23c2ccc(Cl)cc2)cc1 (configuration not stated)	-1	19	4	-11	2.1	-8	5	-6	9
29	BrC(=C\c1ccccc1)/C=N/Nc1nc2ccccc2[nH]1	9	-2	1	0	0.9	-47	3	14	12
30	Cc1cc(C(=O)N2CCCC(CCC(=O)N3CCN(c4ccccn4)CC3)C2)c(C)o1 (configuration not stated)	0	-10	0	-8	1.4	-54	5	-20	5
31	CCCCCOC(=O)C1=C(C)Nc2nnnn2C1c1ccccc1Cl (configuration not stated)	-1	0	-1	5	-1.8	-17	15[fluorescence artefact?]	-6	10
32	Cn1c(N2CCN(C(=O)NC34CC5CC(CC(C5)C3)C4)CC2)nc2ccccc21	0	-1	0	-10	2.1	-23	1	-6	9
33	COc1ccc(S(=O)(=O)NCCc2ccccc2)cc1	0	-2	13	-34	1.1	-24	-11[fluorescence artefact?]	-19	4
34	Cc1ncc(CN2CCC(CO)(CCOc3ccccc3)CC2)s1	9	-6	/	25	-1.6	7	1	-14	9
35	CN=C1c2c(-c3ccccc3)c3cc(OC)ccc3n2CCN1C	-3	6	3	-14	-1.4	-35	4	-10	29
36	CCOc1cccc(=O)c2c(C)n(-c3ccc(C(=O)O)cc3)c(C)c12	5	1	2	-3	0.5	-14&24	0	-9	8&2
37	Cc1cc(C)n(-c2nc3ccccc3nc2N2CCN(S(=O)(=O)c3ccc4ccccc4c3)CC2)n1	-1	5	3	-12	-0.2	28	-11	-14	0
38	Cn1c(SCC(=O)N/N=C/c2ccc([N+](=O)[O-])s2)nnc1-c1ccc(Cl)cc1	4	-6	-5	5	0.1	-73	4[fluorescence artefact?]	0	11
39	O=C(CCC(=O)Nc1ccccc1)N/N=C/c1ccccc1F	3	-23	4	-6	2.9	-35	0	1	11
40	CC(C(=O)NN=C(c1ccccc1)c1ccccc1)N1CCOCC1 (configuration not stated)	-2	-1	0	-5	-0.9	20	4	0	5
41	O=C(COC(=O)c1cccc(Br)c1)NCCc1ccccc1	-6	2	8	-9	0.9	8	2	-13	9
42	CCOCCCn1cnc2c(c1=O)c1nc3ccccc3nc1n2-c1ccc(C)cc1	-4	-1	-2	31	-2.2	24	3	2	9
43	COc1ccc(CN2CCCC(CNC(=O)c3ccc(F)cc3)C2)cc1OC (configuration not stated)	0	-5	0	9	0.1	3	-3	15	6
44	Cc1c(NC(=O)OCCNC(=O)COc2c(Cl)cccc2Cl)sc(=S)n1C	3	-28	-4	-13	-0.5	1	-1	-15	11
45	Cc1[nH]c(=S)n(CC2CCCO2)c1C (configuration not stated)	2	-5	-3	12	-0.1	2	-9	0	10
46	CCOc1ncccc1C(=O)OCC(=O)NC1CC1	7	5	3	-4	0.5	11	2	1	3
47	CCOC(=O)N1CCN(Cc2cn[nH]c2-c2cccc3ccccc23)CC1	1	-7	1	8	0.7	-29	-1	-2	12
48	COc1ccc(C(=O)/C=C/c2ccc(N3CCCCC3)c([N+](=O)[O-])c2)cc1	2	-6	7	-7	0.7	20	0	-10	5
49	COc1ccc(C(=O)Nc2cccc(-c3cnc4ccccc4n3)c2)cc1	1	0	1	-7	-1.4	-28	-8	-15	15
50	Cn1c(=O)cc(OCC(=O)N2CCN(c3cccc(C(F)(F)F)c3)CC2)c2ccccc21	-3	-16	5	14	0.5	-43	-1	-14	16

Compound profiles, as listed above. Order of screens: p97 ATPase inh	S1P4 antag	NPY-Y1 antag	NPY1 pot ag	S1P4 agonist	EP2 mod	eIF4E 4G PPI	NPY2 pot ag	EP2 antag
Listed for `Cc1oc(-c2ccccc2F)nc1CS(=O)(=O)CC(=O)NCCCN(C)C1CCCCC1` : 7	-8	4	0	2.6	-11	-2	10	5
Listed for `O=C(Oc1cc(=O)oc2ccccc12)c1ccco1` : 5	-9	6	-16	2.9	16	-10	7	11

(cont.)
No.	Compound	p97 ATPase inh	S1P4 antag	NPY-Y1 antag	NPY1 pot ag	S1P4 agonist	EP2 mod	eIF4E 4G PPI	NPY2 pot ag	EP2 antag
51	CCCOc1ccc(N2C(=O)CC(SCCN)C2=O)cc1 (configuration not stated)	-2	-31	-4	-21	0.8	-8	1	-1	4
52	COc1ccccc1NC(=O)CSc1nc(O)c(Cc2ccccc2)c(=O)[nH]1	8	1	2	3	1.8	1	6	-12	15
53	Cc1ccc2nc(C)cc(C(=O)OCC(=O)Nc3cccnc3Cl)c2c1	4	-6	-2	2	0.0	-34	0	-2	11
54	Cc1ccc(Cn2nnc(C(=O)Nc3cc(C)ccc3C)c2N)cc1	-5	-20	-3	13	0.3	-10	4	-5	28
55	Cc1cc(=O)oc2cc(OCC3CC(c4ccc(Br)cc4)=NO3)ccc12 (configuration not stated)	-1	2	1	-5	-2.4	-22	-33[fluorescence artefact?]	-8	10
56	COC(=O)c1c(SCc2ccc(C#N)cc2)nc(=O)[nH]c1C	3	-20	1	-10	-0.3	37	10	-4	5
57	O=C1CCC(/C=C/c2ccccc2)=NN1Cc1ccccc1Cl	-3	-4	4	1	1.6	-32	9[fluorescence artefact?]	-7	6
58	CCC(C)NS(=O)(=O)c1ccc(S(=O)(=O)N(CC(=O)Nc2ccccc2)CC2CCCO2)cc1 (configuration not stated)	-6	-6	6	-17	-0.4	12	2	0	6
59	CN(Cc1ccccc1)S(=O)(=O)c1ccc(NS(C)(=O)=O)cc1	4	-14	-1	-16	-1.0	21	-3	3	4
60	CCOC(=O)C1(Cc2cccc(OC)c2)CCN(C2CCOCC2)CC1	4	1	8	14	-3.5	-36	2	-4	13
61	COc1ccc(Cl)cc1NC(=O)C12CCC(C)(C(=O)O1)C2(C)C (configuration not stated)	-1	-14	3	7	0.0	8	-1	3	10

Source: PubChem BioAssay
